MCF10A rerep: DNA re-replication induction in MCF 10a cells. MCF 10A DNA re-replication, Hoechst nuclear intensity, 48 h. AID 624296. Potency, µM (doses to about 46.1 µM), for inactives: top-dose activity, positive = re-replication, most hits filed as activators. 2.9% of 350,000 active; note: potency is the fitted concentration of half-maximal effect; % of control where 0% means no effect; nearly all actives have a fitted effect of over 50% in size
SW480 rereplic: induces DNA re-replication in SW480 colon adenocarcinoma cells. 1.8% of 340,000 active. SW480 DNA re-replication, Hoechst DNA content imaging, 48 h. Potency, µM (titrated, usually from 46.1 µM), for inactives: at the highest dose re-replication activation, actives largely listed as activators; note: potency is the fitted concentration of half-maximal effect; % of control where 0% means no effect; nearly all actives have a fitted effect of over 55% in size
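Hoechst fluorescence of nuclei (405 nm excitation, 500-530 nm emission) measured by plate-scanning imager after 48 hr compound exposure at 37 C; re-replication scored as increased number of nuclei with elevated intensity.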
KB-3-1 tox: KB-3-1 parental cell cytotoxicity; AID 1347075; Potency, µM (doses to about 46.1 µM), for inactives: at the top dose activity change, negative = cytotoxic, actives largely listed as cytotoxic; KB-3-1 viability, CellTiter-Glo ATP luminescence, 72 h; 1.4% of 400,000 active; note: potency is the fitted concentration of half-maximal effect; % is set by controls: 0 for no effect and ±100 for the full control effect; nearly all actives have a fitted effect of over 60% in size
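Cells are dispensed, compounds pinned in, plates held at 37 °C for 72 h, then CellTiter-Glo is added and luminescence read after 10 minutes. Cell line: parental KB-3-1 in phenol-red-free DMEM, 10% FBS.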
WRN helicase inh: inhibitors of human WRN helicase | Q14191 | WRN helicase unwinding, fluorescent forked duplex, kinetic | Potency, µM (series often up to 114 µM), without a hit: top-dose activity change, negative = inhibition, actives largely listed as inhibitors | 0.46% of 360,000 active | AID 651768; note: potency is the fitted concentration of half-maximal effect; % is set by controls: 0 for no effect and ±100 for the full control effect; nearly all actives have a fitted effect of over 55% in size
Target sequence (Q14191 whole entry, looked up): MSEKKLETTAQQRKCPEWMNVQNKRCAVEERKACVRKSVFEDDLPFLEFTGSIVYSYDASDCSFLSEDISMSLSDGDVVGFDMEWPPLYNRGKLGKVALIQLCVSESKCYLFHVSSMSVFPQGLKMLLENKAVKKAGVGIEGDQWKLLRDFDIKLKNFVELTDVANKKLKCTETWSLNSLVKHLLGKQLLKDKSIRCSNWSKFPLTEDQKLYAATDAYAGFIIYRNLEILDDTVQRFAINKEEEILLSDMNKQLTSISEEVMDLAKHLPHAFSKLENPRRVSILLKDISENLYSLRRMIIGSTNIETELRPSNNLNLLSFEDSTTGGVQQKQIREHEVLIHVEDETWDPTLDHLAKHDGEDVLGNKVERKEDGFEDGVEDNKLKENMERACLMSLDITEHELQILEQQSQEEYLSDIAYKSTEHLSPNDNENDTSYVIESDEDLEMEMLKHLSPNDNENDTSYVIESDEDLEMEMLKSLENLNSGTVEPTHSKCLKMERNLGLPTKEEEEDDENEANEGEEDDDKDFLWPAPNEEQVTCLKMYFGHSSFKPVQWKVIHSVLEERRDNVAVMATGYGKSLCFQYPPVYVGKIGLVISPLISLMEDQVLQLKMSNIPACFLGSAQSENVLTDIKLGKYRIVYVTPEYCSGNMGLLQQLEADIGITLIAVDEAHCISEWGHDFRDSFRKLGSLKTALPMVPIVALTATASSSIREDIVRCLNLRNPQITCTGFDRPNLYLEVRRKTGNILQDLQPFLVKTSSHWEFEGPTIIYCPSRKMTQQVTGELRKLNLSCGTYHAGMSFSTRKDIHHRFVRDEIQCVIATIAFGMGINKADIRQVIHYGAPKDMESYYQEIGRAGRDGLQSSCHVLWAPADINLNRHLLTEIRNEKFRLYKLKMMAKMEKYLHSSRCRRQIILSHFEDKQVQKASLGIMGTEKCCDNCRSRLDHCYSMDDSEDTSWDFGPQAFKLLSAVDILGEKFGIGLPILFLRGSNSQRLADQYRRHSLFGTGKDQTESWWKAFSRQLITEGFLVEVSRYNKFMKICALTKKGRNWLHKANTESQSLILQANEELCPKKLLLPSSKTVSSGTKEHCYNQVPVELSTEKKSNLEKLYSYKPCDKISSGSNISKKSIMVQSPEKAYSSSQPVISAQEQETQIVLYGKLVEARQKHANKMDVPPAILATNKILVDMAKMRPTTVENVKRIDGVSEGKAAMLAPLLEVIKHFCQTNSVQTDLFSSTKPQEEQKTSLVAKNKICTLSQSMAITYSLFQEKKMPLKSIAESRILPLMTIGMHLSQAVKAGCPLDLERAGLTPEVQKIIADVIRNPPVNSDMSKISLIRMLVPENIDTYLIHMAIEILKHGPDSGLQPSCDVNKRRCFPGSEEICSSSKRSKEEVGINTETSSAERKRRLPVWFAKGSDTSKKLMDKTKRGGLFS
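Screening of the MLSMR collection measured strand separation of a quenched forked DNA duplex (100 nM) by 20 nM WRN with 2 mM ATP, all final. Compounds were preincubated with enzyme 15 min at room temperature.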
HT1080 IDH1KD tx: kills HT-1080 cells with IDH1 knockdown | 2% of 360,000 active | AID 686971 | Potency, µM (titrated, usually from 46.1 µM), for inactives: top-dose activity, negative = toxicity, usual class: cytotoxic | HT-1080 IDH1 knockdown viability, ATP luminescence, 48 h;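 note: potency is the fitted concentration of half-maximal effect; 0% = DMSO wells and -100% = cell-free medium wells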
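IDH1KD HT-1080 cells, 750/well, RPMI + 5% FBS; compound pinned after 2 h settling; 48 h, 37 °C; CellTiter-Glo luminescence; % activity normalised to DMSO and no-cell wells; curves fitted, classed by r2 and efficacy.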
HT1080-NT tox: kills 2HG-producing HT-1080-NT fibrosarcoma cells | HT-1080-NT fibrosarcoma viability, CellTiter-Glo ATP luminescence, 48 h | Potency, µM (top dose mostly 46.1 µM), without a hit: at the top dose activity, negative = less viability, actives largely listed as cytotoxic | 1.6% of 360,000 active;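 note: NT is the 2HG producing partner of a matched IDH1 knockdown line; potency is the fitted concentration of half-maximal effect; 0% = DMSO-treated cells and -100% = media-only wells without cells; nearly all actives have a fitted effect of over 55% in size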
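Viability by CellTiter-Glo luminescence after 48 h compound exposure at 37C of HT-1080-NT cells (750/well, RPMI, 5% FBS). % activity scaled between DMSO wells and medium-only wells, then curve-fitted and categorized by curve class.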
KB-V1 cytotox: kills drug-selected multidrug resistant KB-V1 cells. KB-V1 MDR cells viability, CellTiter-Glo, 72 h. Potency, µM (highest dose often 46.1 µM), for the others: top-dose activity change, negative = cytotoxicity, actives largely listed as cytotoxic. 3.4% of 400,000 active; note: potency is the fitted concentration of half-maximal effect; % is set by controls: 0 for no effect and ±100 for the full control effect; nearly all actives have a fitted effect of over 60% in size
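Luminescent ATP read-out (CellTiter-Glo, 10 min) measures survival of drug-selected KB-V1 MDR cells after 72 h, 37 degrees C compound exposure. Medium: phenol-red-free DMEM, 10% FBS. Values from fitted concentration-response curves.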
ATXN2 expr inh: ATXN2 expression inhibition; HEK-293 ATXN2-luciferase reporter, luminescence, 24 h; Potency, µM (series often up to 57 µM), for inactives: at the top dose activity change, negative = inhibition, most hits filed as inhibitors; 0.72% of 360,000 active; note: potency is the fitted concentration of half-maximal effect; % is set by controls: 0 for no effect and ±100 for the full control effect; nearly all actives have a fitted effect of over 55% in size
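qHTS (up to 57 uM final) was run with 24 h compound exposure of reporter cells at 37 °C. Each well was multiplexed: SteadyGlo luminescence measured ATXN2-luciferase expression after a fluorogenic Gly-Phe-AFC viability readout (25 uM final).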
IL-1B inflam inh: inflammasome signaling inhibition, IL-1 beta readout; THP-1 LPS/ATP IL-1B secretion, AlphaLISA, 16 h; stronger effect = lower value; activity change, % at 57.5 µM; 4.7% of 360,000 active; in the data active = activity change below about -50%; inconclusive = mostly about -30% to -49%; note: % is set by controls: 0 for no effect and ±100 for the full control effect
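Secreted IL-1B measured by AlphaLISA bead assay after 16 h compound exposure of THP-1 cells; compounds (final up to 57.5 uM) added 1 h before LPS (250 ng/mL) and ATP (1.25 mM) stimulation; lower signal means less secretion.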
The depositor's hits bear a star; ? = inconclusive; / = not tested or not shown; [ ] = another dose, or the depositor's remark. Unless noted, calls come from the whole dose curve; as a rule, active = well fitted curve in the direction sought with a large enough effect; inconclusive = small, poorly fitted or top-dose-only effect, or another doubt; inactive = no such curve, though single readings can be large; an effect the other way counts as inactive or inconclusive.

item	Structure	MCF10A rerep	SW480 rereplic	KB-3-1 tox	WRN helicase inh	HT1080 IDH1KD tx	HT1080-NT tox	KB-V1 cytotox	ATXN2 expr inh	IL-1B inflam inh
1	CN(CC(=O)Nc1ccc(F)c(F)c1)S(=O)(=O)c1cccs1	-13%	4%	9%	-2%[57.1 µM]	-3%	0%	2%	-13%	6
2	Cc1ccc2nc(Cl)c3cc(C(=O)N(CCN(C)C)Cc4ccco4)sc3c2c1	16µM*	?	?	1%	23µM*	?	?	?	/
3	CCCc1ccc2oc(C(=O)N3CCNC(=O)C3CC(=O)OC)c(C)c2c1 (configuration not stated)	4%	3%	11%	-23%	6%	-2%	?	12%	-3
4	OCc1ccc(-c2ccccc2)c(-c2ccccc2)c1	23µM*	3%	-28%	-11%	-18%	-20%	21%	17%	-10
5	O=C(Nc1cc(C(F)(F)F)ccc1N1CCOCC1)C1Cc2ccccc2CN1C(=O)c1ccco1 (configuration not stated)	2%	10%	-4%	-10%	-9%	-8%	?	-10%	27
6	COc1cccc(Cn2cccc(NC(=O)Nc3ccccc3C)c2=O)c1	2%	-21%	?	0%[11.6 µM]	-8%	-6%	4%	?	-26
7	CC(=O)Cc1c(C(=O)O)c(C)nn1-c1ccccc1	1%	0%	0%	-5%	4%	10%	23%	-27%	8
8	CCCC[n+]1ccn(-c2nc3ccccc3nc2[N-]S(=O)(=O)c2ccccc2)c1	?	?	-1%	-4%	1%	5%	-9%	6%	3

(continued)
item	Structure	MCF10A rerep	SW480 rereplic	KB-3-1 tox	WRN helicase inh	HT1080 IDH1KD tx	HT1080-NT tox	KB-V1 cytotox	ATXN2 expr inh	IL-1B inflam inh
9	COc1ccc(CC(=O)Nc2ccc(-c3nnc(-c4ccc(C)cc4)o3)cc2)cc1	?	?	-29%	-22%	-3%	-3%	-2%	?	35
10	CN(C)C(=O)c1cccc(-c2cc(NC=O)c3ncc(-c4ccc(F)c(Cl)c4)n3c2)c1	/	/	0%	-15%	?	?	0%	?	60
11	O=c1ccn([C@@H]2O[C@H](CNCc3cccc4c3sc3ccccc34)[C@@H](O)[C@H]2O)c(=O)[nH]1	/	/	0%	0%	-16%	-16%	9%	1%	-18
12	CCc1nn(C(C)C(=O)N2CCN(c3ccc(OC)cc3)CC2)c(=O)c2cc3occc3n12 (configuration not stated)	?	?	9.2µM*	-1%	?	-26%	-27%	/	22
13	COc1ccc(C(C(=O)NCc2ccc(F)cc2)N(Cc2cccnc2)C(=O)c2snc(C(N)=O)c2N)cc1 (configuration not stated)	-1%	2%	2%	-2%	-5%	2%	-1%	-2%	-23
14	Cc1cccc(C(=O)Nc2ccc(C(=O)/C=C/c3cccs3)cc2)c1	?	?	?	-1%	-8%	-11%	?	4%	0
15	O=C1C(=Cc2cccc(Cl)c2)Cc2ccccc21	/	/	9%	5%[57.1 µM]	22%	1%	-6%	36%	14
16	COc1ccc(CNC(=O)C2CCCN(C(=O)Nc3ccccc3OC)C2)cc1 (configuration not stated)	7%	-9%	-15%	5%	9%	21%	0%	-4%	7

The list continues.
item	Structure	MCF10A rerep	SW480 rereplic	KB-3-1 tox	WRN helicase inh	HT1080 IDH1KD tx	HT1080-NT tox	KB-V1 cytotox	ATXN2 expr inh	IL-1B inflam inh
17	NNc1nnc2c3cc(F)ccc3n(Cc3ccccc3)c2n1	?	?	?	-5%	?	?	-22%	?	-10
18	CN1N=C(C(C)(C)C)CSC1=Nc1ccc(F)cc1	1%	0%[9.22 µM]	11%	-15%	7%	17%	20%	-2%	8
19	Cc1ccc(OC(=O)C2CSC3(C)CCC(=O)N23)c(Br)c1 (configuration not stated)	-4%	-137%[inhibitor]	1%	-1%	6%	1%	13%	5%	-6
20	CSc1ccc(C(=O)C2CCCN(Cc3cccc4nccnc34)C2)cc1 (configuration not stated)	1%	-23%	-13%	-5%	-21%	-6%	0%	-12%	-20
21	Cc1ccc(S(=O)(=O)c2nc(S(C)(=O)=O)sc2N2CCC3(CC2)OCCO3)cc1	?	?	-25%	1%	-6%	-8%	-13%	-4%	?
22	Cc1csc(NC(=O)c2ccccc2[N+](=O)[O-])n1	-3%	-1%	12%	2%	3%	0%	17%	10%	15
23	CC(=O)c1ccc(OCC(O)CN2C(C)CCCC2C)cc1 (configuration not stated)	-2%	-6%	4%	-1%	-7%	7%	0%	11%	-4
24	Cc1cc(C(=O)CSc2nc(N)cc(=O)[nH]2)c(C)n1-c1ccc(OC(F)F)cc1	6%	-3%	?	-1%	?	0%	?	-16%	-9

Structures shown so far with an aryl thioether with sulfur outside any ring (2):
item	Structure	MCF10A rerep	SW480 rereplic	KB-3-1 tox	WRN helicase inh	HT1080 IDH1KD tx	HT1080-NT tox	KB-V1 cytotox	ATXN2 expr inh	IL-1B inflam inh
20	CSc1ccc(C(=O)C2CCCN(Cc3cccc4nccnc34)C2)cc1 (configuration not stated)	1%	-23%	-13%	-5%	-21%	-6%	0%	-12%	-20
24	Cc1cc(C(=O)CSc2nc(N)cc(=O)[nH]2)c(C)n1-c1ccc(OC(F)F)cc1	6%	-3%	?	-1%	?	0%	?	-16%	-9

The results go on:
item	Structure	MCF10A rerep	SW480 rereplic	KB-3-1 tox	WRN helicase inh	HT1080 IDH1KD tx	HT1080-NT tox	KB-V1 cytotox	ATXN2 expr inh	IL-1B inflam inh
25	O=C(NCc1ccccc1)C1c2ccccc2OCC(=O)N1CCCN1CCOCC1 (configuration not stated)	/	/	15%	-6%	8%	18%	0%	2%	90
26	O=C(Nc1ccc2c(c1)OCCO2)C(c1ccnc2ccccc12)n1c(=O)c(-c2ccco2)nc2ccccc21 (configuration not stated)	/	/	10%	-4%	0%	8%	-19%	/	5
27	COc1ccc(S(=O)(=O)Nc2ccc(-c3ccc4nnc(C)n4n3)cc2)c(OC)c1	/	/	?	-10%	-26%	?	-3%	7%	-23
28	COc1ccccc1NS(=O)(=O)c1cc(Cl)ccc1OC	20%	1%	-8%	-6%	-2%	-9%	-9%	1%	-4
29	O=C(COC(=O)/C=C/c1cccs1)Nc1ccc2ccccc2c1	?	2%	6%	1%[57.1 µM]	5%	0%	2%	5%	3
30	C=CCN(C(=O)CCC(=O)O)C1CC(=O)N(c2ccc(OCCC)cc2)C1=O (configuration not stated)	0%	1%	11%	15%	17%	14%	?	3%	5
31	Cn1ccnc1C(O)(c1ccccc1)c1ccccc1	-39%[inhibitor]	-46%[inhibitor]	0%	8%	16%	-5%	1%	2%	6
32	COc1cc(CNc2nc(C)c([N+](=O)[O-])c(C)c2C#N)cc(OC)c1OC	15%	-2%	-4%	-9%	-14%	-1%	?	-1%	39

The results go on:
item	Structure	MCF10A rerep	SW480 rereplic	KB-3-1 tox	WRN helicase inh	HT1080 IDH1KD tx	HT1080-NT tox	KB-V1 cytotox	ATXN2 expr inh	IL-1B inflam inh
33	COc1ccc(C)cc1Nc1cc(C)nc2nc(C)nn12	24%	?	8.2µM*	2%	-24%	-22%	?	5%	-11
34	CCOC(=O)c1c(C)[nH]c(C(=O)OCC(=O)N(CC(C)C)C2CCS(=O)(=O)C2)c1C (configuration not stated)	-2%	26%	-2%	-1%	-1%	19%	6%	-19%	-15
35	O=C1C(=O)N(Cc2ccccc2)C(=O)N1CCN1C(=O)c2ccccc2C1=O	?	-70%[inhibitor]	-1%	11%	0%	3%	0%	-10%	9
36	Cc1nc(Cc2nnc(SC(C)C(=O)Nc3ccccc3)o2)cs1 (configuration not stated)	/	/	-1%	-2%	4%	7%	9%	/	-9
37	COc1ccc(Nc2cc(C)nc3ncnn23)cc1	?	22%	18%	10%	13%	24%	14%	-29%	-11
38	COc1ccc(NC(=S)N/N=C/c2ccc(F)c(F)c2)cc1	?	?	?	-5%	21µM*	?	?	-22%	10
39	Cc1ccc2nc3c(cc(C(N)=S)c(=N)n3CCCOC(C)C)c(=O)n2c1	?	-2%	?	-1%	11µM*	?	?	-29%	-9
40	Fc1ccc2c(c1)C(c1cccnc1)=NNC(c1cccs1)=N2	?	?	?	-10%	?	?	12µM*	6%	0
41	c1ccc(COc2nsnc2N2CCOCC2)cc1	-1%	1%	-11%	3%	-1%	0%	3%	1%	-17
42	Cc1cc(N2CCN(C(=O)c3ccco3)CC2)n2ncnc2n1	-3%	-10%	-3%	-4%	20%	22%	16%	5%	-12
43	CCOC(=O)c1ccccc1Nc1cn(C(C)=O)c2ccccc12	?	?	5.8µM*	-21%	?	?	-18%	-6%	25

Structures from the list above that contain a furan ring, fused or not:
item	Structure	MCF10A rerep	SW480 rereplic	KB-3-1 tox	WRN helicase inh	HT1080 IDH1KD tx	HT1080-NT tox	KB-V1 cytotox	ATXN2 expr inh	IL-1B inflam inh
2	Cc1ccc2nc(Cl)c3cc(C(=O)N(CCN(C)C)Cc4ccco4)sc3c2c1	16µM*	?	?	1%	23µM*	?	?	?	/
3	CCCc1ccc2oc(C(=O)N3CCNC(=O)C3CC(=O)OC)c(C)c2c1 (configuration not stated)	4%	3%	11%	-23%	6%	-2%	?	12%	-3
5	O=C(Nc1cc(C(F)(F)F)ccc1N1CCOCC1)C1Cc2ccccc2CN1C(=O)c1ccco1 (configuration not stated)	2%	10%	-4%	-10%	-9%	-8%	?	-10%	27
12	CCc1nn(C(C)C(=O)N2CCN(c3ccc(OC)cc3)CC2)c(=O)c2cc3occc3n12 (configuration not stated)	?	?	9.2µM*	-1%	?	-26%	-27%	/	22
26	O=C(Nc1ccc2c(c1)OCCO2)C(c1ccnc2ccccc12)n1c(=O)c(-c2ccco2)nc2ccccc21 (configuration not stated)	/	/	10%	-4%	0%	8%	-19%	/	5
42	Cc1cc(N2CCN(C(=O)c3ccco3)CC2)n2ncnc2n1	-3%	-10%	-3%	-4%	20%	22%	16%	5%	-12
